ABCB1 block = inhibitors of human ABCB1 transporter, ABCG2 counter-screen; P08183; CCRF-Adr cells, JC-1 efflux, flow cytometry; inhibition, % at 6.6 µM; hit rate 0.067% among 190,000; AID 1326; in the data active = inhibition above about 40%;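 also: 0% = vehicle and 100% = reference inhibitor; higher value means more JC-1 retained so stronger ABCB1 efflux block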
RGS8-Gao reg = modulates binding of RGS8 to human Galphao; P09471; multiplexed bead flow cytometry; actives lie on both sides; response (percent of control binding), % at 10 µM; hit rate 0.34% among 220,000; AID 1423; in the data active = response below about 60% or above about 140%; inactive = in between;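 also: Galphao activated as the GDP aluminium fluoride complex binding bead-coupled RGS8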
Target sequence (P09471 whole entry, looked up): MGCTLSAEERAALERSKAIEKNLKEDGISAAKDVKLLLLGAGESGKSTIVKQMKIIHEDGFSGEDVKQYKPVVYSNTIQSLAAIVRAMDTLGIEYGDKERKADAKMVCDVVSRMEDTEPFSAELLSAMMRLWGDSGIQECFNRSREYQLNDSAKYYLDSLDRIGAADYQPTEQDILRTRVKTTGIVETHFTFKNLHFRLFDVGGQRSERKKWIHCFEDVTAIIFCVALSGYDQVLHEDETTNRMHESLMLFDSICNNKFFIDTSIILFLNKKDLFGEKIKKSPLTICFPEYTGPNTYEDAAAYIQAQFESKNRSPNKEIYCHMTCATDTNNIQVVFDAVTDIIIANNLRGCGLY
Bim-Bcl-W = disrupts Bim peptide binding to human Bcl-W; Q92843; hit rate 0.02% among 190,000; bead-based flow cytometry; inhibition, % at 10 µM; AID 952;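 also: 0% = bound tracer without compound and 100% = peptide blocker; higher means less fluorescent Bim peptide bound to Bcl-W beads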
RGS4-Gao reg = human RGS4-Galphao interaction regulation | P09471 | Multiplexed bead flow cytometry, RGS4-Galphao binding; actives lie on both sides | binding response (% of control), % at 10 µM | hit rate 0.33% among 220,000; in the data active = binding response below about 49% or above about 150%; inactive = in between;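 also: fluorescent Galphao activated with aluminum fluoride binding bead-coupled RGS4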
Bfl-1 Bim block = inhibitors of Bim-Bfl-1 interaction, human. Bead-based flow cytometry, Bim-Bfl-1 binding inhibition. inhibition, % at 10 µM. hit rate 0.12% among 190,000;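 also: 0% = wells without compound plus tracer and 100% = blocker peptide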
GSH fluor = compound fluoresces at 488/530 nm on GSH beads. GSH beads flow cytometry, compound fluorescence 488/530 nm; stronger effect = higher value. fluorescence (KMESF) at 10 µM. hit rate 0.25% among 190,000. AID 1776; in the data active = fluorescence above about 89;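 also: glutathione beads carrying GST-tagged Bcl family fusion proteins plus one bare bead set; values are compound well signal with DMSO vehicle wells as background; inactives centre near 16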
ABCG2 block = blocks JC-1 efflux by human ABCG2 transporter; Q9UNQ0; IgMXP3 cells, flow cytometry; inhibition, % at 6.6 µM; hit rate 0.1% among 190,000; AID 1325;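 active = inhibition above 80%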;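 also: 0% = DMSO and 100% = nicardipine control wells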
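Test system: ABCG2 IgMXP3 and barcoded ABCB1 CCRF-Adr cell mix; Schedule: cells with compound and JC-1, 10 min at 25 °C, rotating, no wash; Technique: flow cytometry of retained JC-1 fluorescence; Measure: % inhibition of efflux relative to nicardipine and DMSO; Controls: nicardipine high and DMSO low controls.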
Bcl-XL Bim block = human Bim-Bcl-XL interaction inhibition. Q07817. Bim peptide-Bcl-XL binding, bead flow cytometry, fluorescence. inhibition, % at 10 µM. hit rate 0.04% among 190,000. AID 1007
Bcl-B Bim block = human Bim-Bcl-B interaction inhibition. Q9HD36. bead-based flow cytometry, Bim peptide-Bcl-B binding. inhibition, % at 10 µM. hit rate 0.073% among 190,000. AID 951;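 also: 0% = tracer peptide without compound and 100% = reference inhibitor peptide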
Target sequence (Q9HD36 whole entry, looked up): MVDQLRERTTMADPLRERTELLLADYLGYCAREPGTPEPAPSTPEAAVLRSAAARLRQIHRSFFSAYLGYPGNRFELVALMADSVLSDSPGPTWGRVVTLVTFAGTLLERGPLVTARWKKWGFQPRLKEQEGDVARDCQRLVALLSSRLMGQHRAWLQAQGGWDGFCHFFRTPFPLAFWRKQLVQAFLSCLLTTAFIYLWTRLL
RGS7-Gao reg = human RGS7-Galphao interaction regulation; Multiplexed bead flow cytometry, RGS7-Galphao binding; actives lie on both sides; binding response (% of control), % at 10 µM; hit rate 0.35% among 220,000; AID 1439; in the data active = binding response below about 49% or above about 150%; inconclusive = no clear call, values can overlap the other calls; inactive = in between;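 also: fluorescent Galphao held in activated GDP-AlF4 state binding bead-coupled RGS7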
Bcl-2 Bim block = inhibitors of Bim-Bcl-2 interaction, human. P10415. Bead-based flow cytometry, Bim peptide-Bcl-2 binding. inhibition, % at 10 µM. hit rate 0.06% among 190,000. AID 950; in the data active = inhibition above about 40%; inconclusive = no clear call, values can overlap the other calls;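 also: 0% = no compound wells with probe peptide and 100% = reference peptide inhibitor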
Target sequence (P10415 whole entry, looked up): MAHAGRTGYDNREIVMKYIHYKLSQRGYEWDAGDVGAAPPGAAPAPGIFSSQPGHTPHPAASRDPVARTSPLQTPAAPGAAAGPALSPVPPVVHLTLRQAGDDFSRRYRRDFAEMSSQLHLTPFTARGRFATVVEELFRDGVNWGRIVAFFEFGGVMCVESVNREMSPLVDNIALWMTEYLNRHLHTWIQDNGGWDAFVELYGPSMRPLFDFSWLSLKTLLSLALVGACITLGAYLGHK
An asterisk follows results filed as active; ? = inconclusive. Rule as the data show it, unless noted: active = inhibition above about 40%.

1) C/C(=N/NC(=O)CNC(=O)c1ccccn1)c1cccc([N+](=O)[O-])c1
2) N#C/C(=C\c1cn(-c2ccccc2)nc1-c1cc2ccccc2o1)c1nc2ccccc2[nH]1
3) CCOc1ccccc1N1CCN(C(=O)C2c3ccccc3Oc3ccccc32)CC1
4) O=C(NCc1cccs1)C1CCN(S(=O)(=O)c2ccc(Cl)cc2)CC1
5) N#Cc1c(-c2ccc(C(F)(F)F)cc2)cc(-c2ccccc2)[nH]c1=S
6) Cc1cc(C(=O)NCc2cccs2)ccc1[N+](=O)[O-]
7) C=CCNC(=S)NN=C1CCCCCCC1
8) CC(C)(O)C#Cc1ccc(C(=O)N2CCC(C(N)=O)(N3CCCCC3)CC2)cc1
entry no.	1	2	3	4	5	6	7	8
ABCB1 block	0.3	-0.9	1.6	0.2	-1.6	1.0	-0.2	-0.1
RGS8-Gao reg	108.1	101.8	99.7	105.3	97.8	100.2	100.4	100.0
Bim-Bcl-W	-5.0	-1.0	-1.0	-4.0	-5.0	3.0	0.0	-5.0
RGS4-Gao reg	99.5	102.5	97.7	101.6	99.0	98.2	105.8	100.4
Bfl-1 Bim block	-11.0	-1.0	-1.0	-6.0	-2.0	0.0	0.0	-19.0
GSH fluor	19	6	20	17	5	21	24	19
ABCG2 block	3.5	-5.6	4.0	0.3	-8.4	24.3	0.7	-6.1
Bcl-XL Bim block	-6.0	-5.0	0.0	0.0	-9.0	-2.0	0.0	-9.0
Bcl-B Bim block	-15.0	-3.0	2.0	-5.0	-10.0	0.0	-1.0	-8.0
RGS7-Gao reg	105.7	98.6	97.9	101.6	101.3	102.5	103.1	101.2
Bcl-2 Bim block	-2.0	0.0	0.0	-3.0	-4.0	3.0	-1.0	-14.0

9) O=C(CC1C(=O)NCCN1Cc1ccc(-c2ccccc2)cc1)NCC1CCOCC1 (stereo not drawn)
10) CCOc1ncccc1C(=O)Nc1ccc(F)cc1
11) CCOC(=O)c1ccc(NCC(O)COc2ccccc2)cc1 (stereo not drawn)
12) CCOC(=O)c1cnn(CCOC(=O)c2ccccc2F)c1NC(=O)c1ccccc1F
13) COc1ccc(CNC(=S)Nc2ccccc2C)cc1
14) CCOC(=O)CCCCCN(Cc1ccccc1)S(=O)(=O)c1ccc([N+](=O)[O-])cc1
15) CCN(CC)Cc1cc(C(=O)O)c(C)o1
16) CC(=O)c1ccc(Nc2cc(C)nc3nc(C)nn23)cc1
entry no.	9	10	11	12	13	14	15	16
ABCB1 block	-0.1	0.6	0.1	0.7	0.9	1.1	0.2	0.0
RGS8-Gao reg	101.5	99.1	101.4	105.1	97.1	98.8	102.3	87.3
Bim-Bcl-W	0.0	0.0	2.0	-4.0	-3.0	-1.0	-2.0	0.0
RGS4-Gao reg	98.4	97.0	101.6	106.1	92.5	98.6	101.1	99.4
Bfl-1 Bim block	-3.0	-1.0	-15.0	-2.0	-11.0	-6.0	-7.0	4.0
GSH fluor	11	21	21	11	38	14	12	11
ABCG2 block	1.0	14.9	12.0	10.9	1.9	26.1	23.0	7.3
Bcl-XL Bim block	0.0	2.0	-4.0	-4.0	-4.0	-5.0	-5.0	-3.0
Bcl-B Bim block	0.0	-1.0	-3.0	-3.0	-15.0	-8.0	-8.0	-2.0
RGS7-Gao reg	99.3	?	97.3	102.7	92.6	98.6	95.3	97.3
Bcl-2 Bim block	-2.0	0.0	-11.0	0.0	-7.0	-9.0	-1.0	7.0

17) COc1cccc(NC(=O)N2CCOCC2)c1
18) Cc1cccc2cc3c(N)c(C(=O)N4CCc5ccccc54)sc3nc12
19) CC1(C)C(c2ccco2)=[N+]([O-])C2(CCCCC2=O)N1O (stereo not drawn)
20) O=C(c1cnn2c(C(F)F)cc(-c3ccccc3)nc12)N1CCc2ccccc2C1
21) O=C(N/N=C/c1cc([N+](=O)[O-])ccc1O)c1ccc2c(c1)OCCO2
22) CN(C)C(CNC(=S)Nc1cccc(Cl)c1)c1ccccc1 (stereo not drawn)
23) Cc1ccc(C(C)C)c(OCCN(C)C)c1
24) N#C/C(=C1\C(=O)Nc2c(Cl)cc(Cl)cc21)c1nnc2n1CCCCC2
entry no.	17	18	19	20	21	22	23	24
ABCB1 block	0.3	13.3	0.8	-0.8	-0.4	1.6	0.1	1.0
RGS8-Gao reg	100.6	100.9	98.4	102.4	81.2	100.8	101.0	97.8
Bim-Bcl-W	-6.0	-4.0	-2.0	0.0	1.0	1.0	-4.0	2.0
RGS4-Gao reg	98.6	106.0	98.1	101.3	67.7	97.7	101.5	96.1
Bfl-1 Bim block	-4.0	-10.0	0.0	-3.0	-3.0	0.0	-7.0	-8.0
GSH fluor	11	12	17	13	12	12	34	23
ABCG2 block	2.4	12.4	1.2	-2.5	11.9	2.0	-1.5	28.2
Bcl-XL Bim block	-6.0	-3.0	0.0	1.0	-1.0	0.0	-12.0	-1.0
Bcl-B Bim block	-8.0	-25.0	-3.0	-2.0	1.0	-9.0	-6.0	-3.0
RGS7-Gao reg	97.1	103.6	100.9	101.4	61.7	98.6	100.0	96.0
Bcl-2 Bim block	-5.0	-9.0	5.0	0.0	-5.0	1.0	-4.0	-6.0

Among those listed so far, 7 have a halogen:
4) O=C(NCc1cccs1)C1CCN(S(=O)(=O)c2ccc(Cl)cc2)CC1
5) N#Cc1c(-c2ccc(C(F)(F)F)cc2)cc(-c2ccccc2)[nH]c1=S
10) CCOc1ncccc1C(=O)Nc1ccc(F)cc1
12) CCOC(=O)c1cnn(CCOC(=O)c2ccccc2F)c1NC(=O)c1ccccc1F
20) O=C(c1cnn2c(C(F)F)cc(-c3ccccc3)nc12)N1CCc2ccccc2C1
22) CN(C)C(CNC(=S)Nc1cccc(Cl)c1)c1ccccc1 (stereo not drawn)
24) N#C/C(=C1\C(=O)Nc2c(Cl)cc(Cl)cc21)c1nnc2n1CCCCC2
entry no.	4	5	10	12	20	22	24
ABCB1 block	0.2	-1.6	0.6	0.7	-0.8	1.6	1.0
RGS8-Gao reg	105.3	97.8	99.1	105.1	102.4	100.8	97.8
Bim-Bcl-W	-4.0	-5.0	0.0	-4.0	0.0	1.0	2.0
RGS4-Gao reg	101.6	99.0	97.0	106.1	101.3	97.7	96.1
Bfl-1 Bim block	-6.0	-2.0	-1.0	-2.0	-3.0	0.0	-8.0
GSH fluor	17	5	21	11	13	12	23
ABCG2 block	0.3	-8.4	14.9	10.9	-2.5	2.0	28.2
Bcl-XL Bim block	0.0	-9.0	2.0	-4.0	1.0	0.0	-1.0
Bcl-B Bim block	-5.0	-10.0	-1.0	-3.0	-2.0	-9.0	-3.0
RGS7-Gao reg	101.6	101.3	?	102.7	101.4	98.6	96.0
Bcl-2 Bim block	-3.0	-4.0	0.0	0.0	0.0	1.0	-6.0

Rewritten as tab-separated lines: part of the list above
no.	Structure	ABCB1 block	RGS8-Gao reg	Bim-Bcl-W	RGS4-Gao reg	Bfl-1 Bim block	GSH fluor	ABCG2 block	Bcl-XL Bim block	Bcl-B Bim block	RGS7-Gao reg	Bcl-2 Bim block
20	O=C(c1cnn2c(C(F)F)cc(-c3ccccc3)nc12)N1CCc2ccccc2C1	-0.8	102.4	0.0	101.3	-3.0	13	-2.5	1.0	-2.0	101.4	0.0
21	O=C(N/N=C/c1cc([N+](=O)[O-])ccc1O)c1ccc2c(c1)OCCO2	-0.4	81.2	1.0	67.7	-3.0	12	11.9	-1.0	1.0	61.7	-5.0
